# Source: PubChem BioAssay (several laboratories)
# HTRA1 inhibitor = HTRA1 (human) protease inhibition | Q92743 | recombinant HTRA1, FP-rhodamine activity-based probe, fluorescence polarization | inhibition, % at 5.96 µM | 340,000 compounds, 0.5% hits | AID 504803; in the data active = inhibition above about 36%;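 also: 0% = enzyme with DMSO and 100% = wells lacking enzyme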
# PRMT1 inh = PRMT1 (human) inhibition, primary screen. Q99873. recombinant PRMT1, activity-based probe fluorescence polarization. inhibition, % at 2.79 µM. 370,000 compounds, 1.3% hits. AID 652257;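 active = inhibition above about 21% made by adding two undisclosed values, limit read from the data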
# Target sequence (Q99873 whole entry, looked up): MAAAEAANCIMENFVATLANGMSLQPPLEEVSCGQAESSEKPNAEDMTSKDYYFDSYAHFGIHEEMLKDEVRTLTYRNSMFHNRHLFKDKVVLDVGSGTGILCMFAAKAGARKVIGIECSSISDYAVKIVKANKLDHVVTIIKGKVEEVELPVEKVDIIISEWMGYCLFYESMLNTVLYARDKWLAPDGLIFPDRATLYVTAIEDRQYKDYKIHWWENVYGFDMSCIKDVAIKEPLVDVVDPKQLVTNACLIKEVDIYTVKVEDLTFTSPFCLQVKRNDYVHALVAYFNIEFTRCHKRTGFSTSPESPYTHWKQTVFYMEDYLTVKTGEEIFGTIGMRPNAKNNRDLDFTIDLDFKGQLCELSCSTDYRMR
# LEDGF integ inh = blocks HIV-1 LEDGF/p75-dependent DNA integration; 370,000 compounds, 0.64% hits; TR-FRET IN-LEDGF/p75 DNA integration, Eu/Cy5; inhibition, % at 3.7 µM; AID 743269;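 active = inhibition above the screen-wide mean plus 3 SD, cut at about 13% in these data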;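 also: signal is the Cy5 over europium emission ratio at 671 and 618 nm; 0% = plate median of compound wells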
# mABHD4 FP = ABHD4 (mouse) inhibition, primary FP screen; Q8VD66; purified mABHD4, FP-Rh probe fluorescence polarization; inhibition, % at 8.92 µM; 370,000 compounds, 0.54% hits;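 active = inhibition exceeding the mean over every tested compound plus 3 SD, cut at about 30% in these data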;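 also: 0% = plate median of compound wells and 100% = S159A mutant with DMSO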
#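 Assay system: Wild-type mouse ABHD4 protein | Medium: HEPES pH 7.0 buffer, 150 mM NaCl, 0.01% Pluronic F-127 | Incubation: Enzyme–compound pre-incubation 45 min, then probe 60 min, both 25 °C | Technique: Fluorescence polarization with parallel and perpendicular emission, 525/598 nm | Evaluation: % inhibition of FP-Rh probe binding versus controls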
# rCAG binder = binds r(CAG) RNA repeats; inhibition, % at 3 µM; 370,000 compounds, 1.3% hits; r(CAG) RNA repeat, TO-PRO-1 dye displacement fluorescence;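 active = inhibition above the plate cutoff, the mean of all test compounds on that plate plus 3 SD, cut at about 35% in these data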;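 also: 0% = DMSO alone and 100% = 100 µM mitoxantrone as full dye displacement; higher means more dye released from RNA so lower well fluorescence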
# SIAE primary = inhibitors of human sialic acid acetylesterase SIAE; Q9HAT2; SIAE FP-Rh probe binding, fluorescence polarization; inhibition, % at 9.66 µM; 370,000 compounds, 0.69% hits; AID 1053197;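 active = inhibition above a cutoff: mean of compounds within the control limits plus 3 SD of those, cut at about 17% in these data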;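 also: 0% = plate median of compound wells and 100% = probe without SIAE protein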
# Target sequence (Q9HAT2 whole entry, looked up): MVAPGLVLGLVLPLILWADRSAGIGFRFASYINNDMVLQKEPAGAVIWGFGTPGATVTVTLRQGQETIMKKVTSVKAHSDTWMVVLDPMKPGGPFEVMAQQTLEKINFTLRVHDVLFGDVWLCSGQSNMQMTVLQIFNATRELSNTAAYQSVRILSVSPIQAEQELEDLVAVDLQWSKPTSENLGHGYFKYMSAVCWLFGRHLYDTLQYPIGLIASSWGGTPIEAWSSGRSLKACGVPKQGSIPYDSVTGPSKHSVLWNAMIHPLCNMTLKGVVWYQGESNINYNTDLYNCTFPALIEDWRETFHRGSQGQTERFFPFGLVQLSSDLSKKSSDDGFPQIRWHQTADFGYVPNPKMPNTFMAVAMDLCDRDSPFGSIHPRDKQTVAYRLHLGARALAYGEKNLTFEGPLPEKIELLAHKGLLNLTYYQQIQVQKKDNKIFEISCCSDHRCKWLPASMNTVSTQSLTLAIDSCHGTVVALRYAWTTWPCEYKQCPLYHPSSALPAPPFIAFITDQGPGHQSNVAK
# TCR CD3 inh = blocks the human TCR-CD3 interaction. TAMRA-labeled TCR probe fluorescence, biochemical. inhibition, % at 9.4 µM. 360,000 compounds, 0.37% hits. AID 651800; in the data active = inhibition above about 19%;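 also: recombinant mutant TCR 2C K166C tagged with TAMRA read by polarization; 0% = receptor in buffer alone and 100% = receptor with positive control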
# PG9 binder = small molecules binding HIV-1 gp120 antibody PG9; AID 624416; inhibition, % at 6.7 µM; TR-FRET gp120-PG9 antibody binding; 360,000 compounds, 0.43% hits; in the data active = inhibition above about 8.5%
# NR1D1 modulator = modulates human Rev-erb alpha binding to DNA; 370,000 compounds, 0.79% hits; AID 1259318; Rev-erbα–FITC-DNA binding, fluorescence polarization, 90 min; activity, % at 10 µM; P20393;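 active = activity above about 14%, limit read from the data; passing the limit was not always enough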;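 also: 0% = DMSO wells with 35 nM protein and 100% = DMSO wells with 750 nM protein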
# TDP2 absorb = TDP2 (human) inhibition, absorbance primary screen; O95551; recombinant TDP2, T5PNP hydrolysis, p-nitrophenol absorbance 415 nm; inhibition, % at 12.8 µM; 370,000 compounds, 0.34% hits; AID 720702;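 active = inhibition above the mean of all tested compounds plus 3 SD, set per campaign, cut at about 25% in these data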;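 also: 0% = DMSO with enzyme and 100% = buffer with substrate but no TDP2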
#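 Assay system: recombinant human TDP2 / Reagent: T5PNP substrate at 5 mM, a TopII-DNA adduct mimic / Measured by: epi absorbance from released p-nitrophenol / Evaluation: % inhibition relative to enzyme-containing and enzyme-free wells / Control set: enzyme-free and DMSO wells / Replicates: each compound tested once, singlicate / Schedule: enzyme reaction with compound for 2 h at 37 °C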
# Numbers without * were called inactive; nt = no result given. The list is partial; the hit share may differ from the screen's.
SMILES,HTRA1 inhibitor,PRMT1 inh,LEDGF integ inh,mABHD4 FP,rCAG binder,SIAE primary,TCR CD3 inh,PG9 binder,NR1D1 modulator,TDP2 absorb
CNC(=S)NNc1nc(C)cc(C)n1,6.9,7.3,3.9,-7.4,0.6,6.3,-4.1,1.6,-2.4,-5.3
Cc1cccc(NC(=S)NC(NC(=O)OCc2ccccc2)C(Cl)(Cl)Cl)c1 (stereo unspecified),-40.7,-1.0,-4.9,-6.7,2.6,-4.2,-1.4,-1.7,-6.4,1.0
COC(=O)Cn1c(=NC(=O)CSCC(=O)Nc2cc(C)on2)sc2cc(C(=O)OC)ccc21,5.6,8.8,-0.6,0.4,0.2,0.0,-10.4,-1.8,5.1,1.0
COc1cccc(CN(Cc2ccco2)C(c2ccc(F)cc2)c2nnnn2C(C)(C)C)c1 (stereo unspecified),-23.9,1.4,-2.4,-11.7,9.1,-2.8,-9.4,1.5,0.0,-5.2
Cc1ccc(NC(=O)c2cccc(S(=O)(=O)N(C)c3ccccc3)c2)cc1S(=O)(=O)N1CCOCC1,-54.3,0.0,1.7,-38.0,5.8,-59.6,2.0,-2.1,1.0,9.7
COc1ccc(C(C(=O)NC2CCCC2)N(CCCO)C(=O)Cn2nnc(-c3ccc(C)o3)n2)cc1 (stereo unspecified),-4.3,-1.3,-2.0,-2.2,-1.7,-2.4,-1.6,-2.5,-5.8,7.1
CC(C)(C)c1cc(C(=O)N/N=C/c2ccc(O)cc2)n(-c2ccccc2)n1,-18.6,-0.2,1.7,4.4,-2.6,-0.4,-1.4,-1.5,4.2,-12.6
Nc1c(-c2ccc(F)cc2)cnn1C1CCS(=O)(=O)C1 (stereo unspecified),2.6,-4.2,-0.2,0.8,3.1,4.6,-3.0,1.2,-2.6,5.5
Cc1ccc(-n2c(CCc3ccccc3)nnc2SCC(=O)NCc2ccccc2)cc1C,-24.9,-1.5,-2.1,1.3,-5.8,-0.2,0.1,-1.6,2.3,5.1
Cc1ccc(N(CN2C(=O)C3CC=CCC3C2=O)C(=O)c2ccco2)cc1Cl (stereo unspecified),-4.0,17.0,-4.2,-6.6,3.6,-6.2,-10.0,0.5,1.5,-7.4
O=C(Nc1cccc(-c2nnc(-c3ccccc3)o2)c1)c1ccc(Br)o1,-117.3,-3.8,-0.9,-4.5,-0.9,-2.6,-0.8,0.8,-4.5,3.7
O=C1CC2(CCN(S(=O)(=O)c3ccccc3)CC2)Oc2ccccc21,-9.2,0.0,0.3,2.1,-1.9,6.9,6.1,1.3,4.5,20.2

# Single entries from the results shown:
# `COC(=O)Cn1c(=NC(=O)CSCC(=O)Nc2cc(C)on2)sc2cc(C(=O)OC)ccc21` in mABHD4 FP reads 0.4
# `Cc1ccc(-n2c(CCc3ccccc3)nnc2SCC(=O)NCc2ccccc2)cc1C` in SIAE primary reads -0.2

# (continued)
SMILES,HTRA1 inhibitor,PRMT1 inh,LEDGF integ inh,mABHD4 FP,rCAG binder,SIAE primary,TCR CD3 inh,PG9 binder,NR1D1 modulator,TDP2 absorb
COc1ccc2oc(-c3ccncc3)cc(=O)c2c1,-1.3,-3.4,3.1,-8.2,-0.2,-0.1,4.1,1.4,-2.7,-2.2
Fc1ccccc1Oc1nc(-c2ccncc2)nc2ccccc12,-1.8,-6.7,-2.4,-5.9,-2.4,7.9,-0.7,0.1,32.8*,6.9
COc1ccc(NC(=O)CCSc2nnc(C)s2)cc1,11.6,4.2,0.0,-1.1,-3.1,0.0,-5.0,0.2,0.6,-2.3
CCOC(=O)C1=CC[C@@H](c2ccccc2)N(S(=O)(=O)c2ccc(C)cc2)[C@H]1C#N,nt,27.5*,-1.2,6.7,2.9,3.7,3.8,-1.4,-0.2,-2.8
COc1ccc2c(c1OC)C(=O)N(c1ccc(C)cc1)C2=O,-2.7,-0.3,3.5,0.3,2.2,0.2,2.6,1.1,-4.6,-1.2
Cc1cccc(C(=O)OCC(=O)c2c(N)n(CC(C)C)c(=O)n(C)c2=O)c1[N+](=O)[O-],-10.9,1.8,2.2,-8.2,0.4,-6.3,4.0,-0.5,1.1,3.7
O=C(Cc1coc2cc(O)ccc12)N1CCN(S(=O)(=O)c2ccc(Br)cc2)CC1,-1.9,-4.0,-0.3,4.3,7.4,0.4,1.4,-2.6,1.8,-12.2
Cc1c(C(=O)Nc2nccs2)oc2ccc(Br)cc12,-20.9,2.3,-1.9,-12.3,4.0,-43.6,-3.8,10.1*,12.8,1.8
COc1ccc(CN(C)CCCn2cnc3c(OC)ncnc32)cc1OC,1.9,3.5,-0.9,-0.1,-2.9,10.4,-4.7,-2.7,-4.0,-8.4
CC(=O)Nc1ccc(NC(=O)C(c2ccccc2)c2ccccc2)cc1,1.4,-6.3,0.8,0.0,1.4,-2.3,2.7,-3.1,-4.0,7.5
Nc1ccc2nc(SCc3cccc(F)c3)sc2c1,4.4,2.2,0.1,5.7,6.3,8.0,0.3,-0.1,0.6,8.5
CCn1c(SCCC(=O)Nc2ccccc2)nnc1-c1ccc(OC)cc1,-6.6,-1.8,-2.9,-1.0,-6.5,1.2,2.8,-0.1,-4.8,5.4
Cc1ccc(N2CCN(C(=S)c3ccc(-c4cccc([N+](=O)[O-])c4)o3)CC2)cc1,1.9,23.6*,-4.0,-14.1,0.8,-5.7,-13.4,0.9,-4.4,-4.7
Cc1ccc(C)c(N2CCN(CC3CCCCC3)CC2)c1,1.0,2.4,0.7,-5.9,-6.7,-9.5,-10.7,0.8,-1.4,-9.0
COc1ccccc1CNC(=O)[C@H](Cc1c[nH]c2ccccc12)NC(=O)[C@@H]1Cc2ccccc2CN1,-25.2,-1.2,-3.8,5.2,-1.1,7.1,10.2,-0.5,2.2,-3.3
COc1cc(C(=O)OCC(=O)Nc2ccc(C)cc2)cc(OC)c1OC,-2.4,-4.1,3.0,-2.9,-4.7,-6.7,6.7,-1.6,-4.4,4.0
COc1ccc(CCNC(=O)C2COc3ccccc3O2)cc1OC (stereo unspecified),2.9,2.1,-3.1,-0.5,-2.5,9.3,6.2,-1.4,-1.2,0.6
OC(CN1CCN(Cc2ccc3c(c2)OCO3)CC1)c1c[nH]c2ccccc12 (stereo unspecified),5.3,3.4,3.5,5.6,-6.1,1.3,0.1,-1.2,-3.4,-6.0
O=C(NNC(=O)c1ccc([N+](=O)[O-])cc1Cl)c1ccncc1,-2.9,-0.2,-1.8,2.7,3.1,8.7,8.8,-1.5,4.2,0.4
Cc1cc(OC(=O)c2c(F)cc(F)cc2F)nc(C)n1,2.0,-1.5,-2.0,-1.5,1.2,-2.2,7.3,-1.2,4.2,-4.5
Cc1cccnc1CCNC(=O)CCc1nnc(CCc2ccccc2)o1,0.5,-2.8,3.5,-3.7,-3.5,-0.2,-9.0,0.8,-2.4,-15.4
COc1ccccc1NC(=O)CSc1nnc(-c2ccccn2)o1,-2.4,2.6,2.2,-4.3,-1.0,0.1,2.4,-1.5,0.2,-1.3
O=C(C1CCN(S(=O)(=O)c2ccc(-n3cnnn3)cc2)CC1)N1CCN(c2ccccc2)CC1,4.2,0.3,1.4,1.0,10.7,2.4,1.7,-0.3,1.9,-13.4
CCOC(=O)C1(C)CCCCCN1C(=O)c1ccc(SC(F)(F)F)cc1 (stereo unspecified),nt,3.0,5.0,-8.4,0.2,1.8,1.9,2.4,8.9,-3.3
NC1=NC(=O)C(c2ccccc2)C(=O)N1 (stereo unspecified),4.1,3.7,0.3,-1.6,1.0,2.5,-1.8,-0.8,-5.9,10.3
O=c1c2ccsc2ncn1Cc1cccc(C(F)(F)F)c1,-2.7,2.1,2.6,-9.8,1.8,-5.8,-9.1,0.6,-5.1,-10.4
O=c1[nH]c(=S)[nH]c2sccc12,2.7,2.1,-5.1,6.1,1.3,5.5,0.2,5.3,-1.9,13.2
COc1ccc(N2CCN(C(=O)C3CCC(Cn4c(=S)[nH]c5ccccc5c4=O)CC3)CC2)cc1 (stereo unspecified),-19.1,-1.9,0.7,8.2,9.3,3.8,3.8,-3.8,-5.1,3.2
Cc1ccc(C2NC(=O)c3ccccc3N2)s1 (stereo unspecified),0.4,-2.7,-1.4,5.0,2.2,-2.6,2.9,0.3,0.7,-1.9
CCOc1ccc(-n2c(SCC(=O)Nc3ccc(S(=O)(=O)Nc4cc(C)nc(C)n4)cc3)nnc2-c2ccc(OC)cc2)cc1,nt,5.9,-3.8,-20.3,41.3*,-8.8,nt,nt,1.7,-6.3
CN(CC(=O)Nc1ccc(Cl)cc1)C(=O)C1=COCCO1,8.1,-1.0,5.2,0.5,-0.9,-2.2,3.4,-1.5,-5.4,11.8
O=C(Nc1ccccc1-c1ccccc1)c1cccc([N+](=O)[O-])c1,-9.0,-0.2,-0.1,-5.2,-0.1,-0.8,6.7,-0.9,2.7,0.4
O=C(c1cccc(F)c1)N(Cc1nc2ccccc2c(=O)[nH]1)C1CCCC1,-25.4,-1.3,-2.7,2.4,-4.5,-0.4,3.1,1.8,-3.5,-1.3
COc1cc(SC)ccc1C(=O)NCCc1c[nH]c2ccccc12,-28.1,-3.2,1.1,-8.7,-1.4,2.2,2.5,-0.7,-3.2,1.6
CCC(=O)N1CCN(c2ccc(NC(=O)COc3cccc(C)c3C)cc2)CC1,7.8,-0.3,-3.3,9.0,-6.6,4.2,-8.9,-0.3,5.0,-2.4
Cc1[nH]c2ccccc2c1CCN(Cc1cccs1)C(=O)Nc1cccc2c1OCO2,nt,2.7,-1.2,-4.4,4.7,8.2,nt,nt,-3.0,2.4

# NR1D1 modulator, what is marked active above.
Compound	HTRA1 inhibitor	PRMT1 inh	LEDGF integ inh	mABHD4 FP	SIAE primary	TCR CD3 inh	PG9 binder	NR1D1 modulator	TDP2 absorb
Fc1ccccc1Oc1nc(-c2ccncc2)nc2ccccc12	-1.8	-6.7	-2.4	-5.9	7.9	-0.7	0.1	32.8*	6.9

# (continued)
SMILES,HTRA1 inhibitor,PRMT1 inh,LEDGF integ inh,mABHD4 FP,rCAG binder,SIAE primary,TCR CD3 inh,PG9 binder,NR1D1 modulator,TDP2 absorb
Cc1ccc(F)cc1NC(=O)CCOc1ccccc1,-5.3,-2.0,3.6,-2.5,-0.6,-6.0,-0.6,-2.3,-0.6,-8.0
CCCOc1ccc(/C(O)=C2/C(=O)C(=O)N(CCCOC)C2c2cccnc2)cc1 (stereo unspecified),0.5,6.0,0.6,-13.3,3.1,1.0,-9.8,2.6,4.5,-11.8
O=C(c1ccccc1)c1cccn1CC(=O)N1CCN(c2ccc(F)cc2)CC1,1.7,-0.9,0.8,12.5,1.1,-4.5,4.3,-2.6,3.5,2.0
CCOc1ccc(NC(=O)NNC(=O)C2CCC(C(C)(C)C)CC2)cc1 (stereo unspecified),1.6,3.2,-1.6,4.1,-3.6,0.3,-3.5,-1.6,-2.3,-4.7
